Assay outcomes: PubChem, Southern Research Specialized Biocontainment Screening Center
VEEV TC-83 Vero – inhibitors of VEEV TC-83 cytopathic effect, confirmation, Vero cells (AID 588727). hit rate 0.13% among 350,000. inhibition, % at 20 µM; hits with a dose series show IC50 in µM. Vero cells, VEEV TC-83 cytopathic effect inhibition; higher % means a stronger effect; in the data active = a potency from the dose series; inconclusive = inhibition mostly from about 14% at the one dose, without a potency; inactive = the rest, 99 in 100 with inhibition below about 12%; also: strong numbers were not always called active
Starred values were filed as active, the others as inactive; i = inactive; ? = inconclusive. This is a subset, so the mix of outcomes need not match the whole.

SMILES	VEEV TC-83 Vero
Cc1ccc(-c2ccc(CN3C(C(C)C)C(=O)N(Cc4cn(CC5CCCCC5)nn4)CCS3(=O)=O)cc2)cc1 (stereo not drawn)	2.7%
C[C@@H]1CCCCO[C@@H](CN(C)C(=O)C2CCCCC2)[C@@H](C)CN([C@H](C)CO)C(=O)c2cc(NC(=O)NC3CCCCC3)ccc2O1	0.9%
COCOCCn1cc(CN2CCS(=O)(=O)N(Cc3ccc(-c4ccncc4)cc3)C(C)C2=O)nn1 (stereo not drawn)	i
COCOCCn1cc(CN2CCS(=O)(=O)N(Cc3ccc(-c4ccc(C)cc4)cc3)C(C)C2=O)nn1 (stereo not drawn)	3.2%
C[C@@H]1CN([C@@H](C)CO)C(=O)CCCn2nncc2CO[C@@H]1CN(C)C(=O)Nc1ccc2c(c1)OCO2	i
C[C@@H]1CN([C@@H](C)CO)C(=O)CCCn2nncc2CO[C@H]1CN(C)C(=O)Oc1ccccc1	0.1%
COCCn1c(SCC(=O)Nc2cc(C)on2)nc2c([nH]c3ccccc32)c1=O	0.7%
CC1(C)CC(=O)C=C(c2ccc(COC(=O)c3cc(F)cc(F)c3)cc2)C1=O	0.5%
O=C(c1ccc([N+](=O)[O-])s1)N1CCN(c2ncccn2)CC1	0.6%
CCOc1ccc(NS(=O)(=O)c2ccc(C(=O)NCC(c3ccco3)N3CCCCC3)cc2)cc1 (stereo not drawn)	i
O=S(=O)(NN=C1CCCCCCC1)c1ccccc1	i
COc1ccc(NC(=O)N(C)[C@H]2C[C@H]3c4[nH]c5ccccc5c4CCN3C(=O)[C@H]2[C@H](C)O)cc1	0.5%
COc1ccc(CN2C(=O)C(CC(=O)NCc3cccs3)CC(C(=O)N3CCOCC3)=C2C)cc1 (stereo not drawn)	0.6%
CCOC(=O)Nc1ccc2c(c1)C(=NNC(=S)NC)c1ccccc1-2	10%
CCN1C(=O)[C@H]2[C@@H](c3ccc(C(F)(F)F)cc3)N[C@]3(CCCN(CC4CCCCC4)C3=O)[C@H]2C1=O	1.3%
C[C@H]1CN([C@@H](C)CO)C(=O)CCCn2cc(nn2)CO[C@@H]1CN(C)S(=O)(=O)c1cccs1	1.2%
CCn1c(SCC(=O)N2CCC(C)CC2)nc2c([nH]c3ccccc32)c1=O	0.9%
O=[N+]([O-])c1ccc2c([N+](=O)[O-])ccc3c2c1CC3	0.0%
CC1CCC(NC(=O)c2ccc(Br)o2)CC1 (stereo not drawn)	1.1%
C[C@@H]1CN([C@@H](C)CO)S(=O)(=O)c2ccc(Br)cc2O[C@H]1CN(C)C(=O)Nc1ccc(C(F)(F)F)cc1	4.2%

Pulled one by one from the list above:
SMILES	VEEV TC-83 Vero
O=[N+]([O-])c1ccc2c([N+](=O)[O-])ccc3c2c1CC3	0.0%
CCN1C(=O)[C@H]2[C@@H](c3ccc(C(F)(F)F)cc3)N[C@]3(CCCN(CC4CCCCC4)C3=O)[C@H]2C1=O	1.3%
COc1ccc(CN2C(=O)C(CC(=O)NCc3cccs3)CC(C(=O)N3CCOCC3)=C2C)cc1 (stereo not drawn)	0.6%
O=S(=O)(NN=C1CCCCCCC1)c1ccccc1	i
CCOC(=O)Nc1ccc2c(c1)C(=NNC(=S)NC)c1ccccc1-2	10%

The results go on.
SMILES	VEEV TC-83 Vero
O=C(CCl)N1c2ccccc2Sc2ccc3ccccc3c21	9.9%
Cc1csc(=O)n1CCC(=O)OCC(=O)Nc1ccc(N2CCOCC2)cc1	i
COc1cccc(OCc2cc(C(=O)N(C)C3CCCCC3)no2)c1	i
O=C(COC(=O)c1cccc(S(=O)(=O)N2CCCC2)c1)Nc1ccc(Cl)cc1	i
O=C(COC(=O)Cc1c[nH]c2ccccc12)Nc1cccc(Br)c1	1.8%
C[C@@H]1CCCCO[C@@H](CN(C)Cc2ccccc2)[C@@H](C)CN([C@H](C)CO)C(=O)c2cc(N(C)C)ccc2O1	i
c1ccc(Cn2ccnc2C2OCCO2)cc1	i
Cc1ccc([C@H]2C[C@H](n3cc(-c4ccc(F)cc4)nn3)[C@@H](O)CN2C(=O)c2cccs2)cc1	4.8%
O=C(CCc1c[nH]c2ccccc12)N1CCN(S(=O)(=O)c2ccc([N+](=O)[O-])cc2)CC1	0.2%
C#CCN(C[C@@H]1[C@@H](OC(=O)NCc2ccccc2F)[C@@H](OC(=O)NCc2ccccc2F)Cn2c(=O)ccc(=O)n21)S(=O)(=O)c1ccc(C)cc1	13%
Cc1ccc(OCC(=O)N2CCc3ccccc3C2)cc1C	i
Cc1ccc(S(=O)(=O)N2CCCOC2CNC(=O)C(=O)NCCc2ccco2)cc1 (stereo not drawn)	6.9%
CC1C(=O)N(Cc2cn(Cc3ccco3)nn2)CCS(=O)(=O)N1Cc1ccc(-c2cccc(N(C)C)c2)cc1 (stereo not drawn)	3.4%
C[C@@H]1CN([C@H](C)CO)C(=O)c2cc(Br)cnc2O[C@H]1CN(C)C(=O)Cc1ccncc1	0.6%
OCCN1CCN(CCCN2c3ccccc3CCc3ccccc32)CC1	0.5%
CCC(=O)c1ccc(OCC(=O)OCc2csc(CC(=O)Nc3ccccc3C)n2)cc1	1.8%
Cc1cn([C@H]2C[C@H](O)[C@@H](CNCc3cc(Cl)ccc3OCc3ccc(Cl)cc3)O2)c(=O)[nH]c1=O	4.1%
COc1cc(C(=O)NCCNc2nc3c(C)cccc3cc2C#N)cc(OC)c1OC	1.0%
Cn1c(=O)oc2cc(S(=O)(=O)Nc3ccc(C(=O)O)cc3)ccc21	3.3%
N#Cc1ccc(OCC(=O)OCC(=O)N2CCc3ccccc32)cc1	i
COc1ccc(CN2C(=O)C(CC(=O)NCCCCc3ccccc3)CC(C(=O)N(C)C)=C2C)cc1 (stereo not drawn)	0.1%
CCN(C(=O)Nc1cccc2ccccc12)c1ccccc1	i
O=S(=O)(O)Sc1ccccc1	i
CC1=CC(=O)Nc2ncccc2O1	0.1%
C[C@@H]1CN([C@@H](C)CO)C(=O)CCCn2nncc2CO[C@@H]1CN(C)C(=O)c1ccc(N2CCN(C)CC2)cc1	i
O=C(CCCN1C(=O)c2cccc3cccc(c23)C1=O)OCC(=O)N1CCCCC1	i
CCc1cc2c(SCC(=O)N3CCN(C(=O)c4cccs4)CC3)ncnc2s1	4.0%
COc1cc(OC)c(OC)cc1C=Cc1ccc2ccccc2n1	6.2%
CC(Oc1ccc(Cl)cc1)C(=O)Nc1cccc(S(=O)(=O)N2CCCC2)c1 (stereo not drawn)	0.3%
CCCCCC(=O)N1C[C@H](O)[C@@H](n2cc(-c3ccc(F)cc3)nn2)C[C@@H]1c1ccccc1	i
COc1cc(OC)c(NS(=O)(=O)c2cc(C(=O)NCCCN3CCOCC3)ccc2C)cc1Cl	i
O=C(Nc1cc(C(F)(F)F)ccc1N1CCOCC1)c1cccc(S(=O)(=O)N2CCOCC2)c1	0.2%
CCCOc1ccc(/C=C/C(=O)N2CCN(C(=O)c3ccco3)CC2)cc1OC	2.6%
C[C@H](CO)N1C[C@H](C)[C@@H](CN(C)C(=O)Oc2cccc3ccccc23)OCc2cn(nn2)CCCC1=O	6.4%
O=C(CCl)NC1(C(=O)O)CCCC1	i
C[C@H](CO)N1C[C@H](C)[C@H](CN(C)C(=O)Cc2cccnc2)Oc2ncc(Br)cc2C1=O	1.0%
CCc1nc(CN2CCCC(C(=O)Nc3ccc(-c4cccc(OC)c4)cc3)C2)c(C)[nH]1 (stereo not drawn)	24%
COc1cccc(-c2ccc3c(c2)C2CC3CCN2C(=O)c2ccc(-c3ccccc3)cc2)c1 (stereo not drawn)	i
CC1=C(C(=O)N2CCOCC2)CC(CC(=O)NCCc2ccccn2)C(=O)N1Cc1ccc(C(C)(C)C)cc1 (stereo not drawn)	i
Cc1ccc(OCCC(=O)OCC(=O)NC2CCCCC2)cc1	0.8%

Continued (7 carried over from the part before).
SMILES	VEEV TC-83 Vero
C[C@H](CO)N1C[C@H](C)[C@@H](CN(C)C(=O)Oc2cccc3ccccc23)OCc2cn(nn2)CCCC1=O	6.4%
O=C(CCl)NC1(C(=O)O)CCCC1	i
C[C@H](CO)N1C[C@H](C)[C@H](CN(C)C(=O)Cc2cccnc2)Oc2ncc(Br)cc2C1=O	1.0%
CCc1nc(CN2CCCC(C(=O)Nc3ccc(-c4cccc(OC)c4)cc3)C2)c(C)[nH]1 (stereo not drawn)	24%
COc1cccc(-c2ccc3c(c2)C2CC3CCN2C(=O)c2ccc(-c3ccccc3)cc2)c1 (stereo not drawn)	i
CC1=C(C(=O)N2CCOCC2)CC(CC(=O)NCCc2ccccn2)C(=O)N1Cc1ccc(C(C)(C)C)cc1 (stereo not drawn)	i
Cc1ccc(OCCC(=O)OCC(=O)NC2CCCCC2)cc1	0.8%
COc1cccc(S(=O)(=O)N(C)C[C@H]2OCc3cnnn3CCCC(=O)N([C@@H](C)CO)C[C@@H]2C)c1	0.1%
CCOc1ccc(NC(=O)COc2cccc3cccnc23)cc1S(=O)(=O)N1CCCC1	7.8%
CC(C)NC(=O)N(C)C[C@H]1OCc2cnnn2CCCC(=O)N([C@@H](C)CO)C[C@H]1C	i
CCOC(=O)CCCCCC(=O)Nc1ccc2c(c1)C(=O)N([C@@H](C)CO)C[C@@H](C)[C@H](CN(C)C(=O)c1ccncc1)OCCCC[C@H](C)O2	1.3%
CC1(CN2CCCC2)CCC(NC(=O)C(c2ccccc2)c2ccccc2)C(C)(C)O1 (stereo not drawn)	9.4%
ON=C1CCC2CCCCC2C1 (stereo not drawn)	0.2%
CC1=C(C(=O)N(C)C)CC(CC(=O)NC2CCCCC2)C(=O)N1Cc1ccc(C(C)(C)C)cc1 (stereo not drawn)	0.2%
COc1ccc(OC(=O)N(C)C[C@H]2OCc3cnnn3CCCC(=O)N([C@H](C)CO)C[C@H]2C)cc1	1.6%
C[C@@H]1CN([C@@H](C)CO)C(=O)CCCn2nncc2CO[C@H]1CN(C)S(=O)(=O)c1cn(C)cn1	i
CC(Oc1ccc(F)cc1)C(=O)Nc1cccc(S(=O)(=O)N(C)c2ccccc2)c1 (stereo not drawn)	i
COC(=O)[C@H]1C[C@@]2(O)CN(S(=O)(=O)c3ccc(C)cc3)C[C@@]2(OC(=O)NCc2ccco2)C[C@H]1C(=O)OC	1.3%
COc1ccc(CN(C)CCCn2ccc(N)nc2=O)cc1OC	0.9%
Cc1ccc(NC(=O)C(C)N2CCCc3ccccc32)cc1S(=O)(=O)N1CCOCC1 (stereo not drawn)	3.5%
CCCCN(C(=O)CC1CCCC1)c1c(N)n(Cc2ccccc2)c(=O)[nH]c1=O	7.1%
CCCNC(=O)C1CC(=O)N(c2ccc(OCc3ccccc3)cc2)C1 (stereo not drawn)	1.2%
Clc1ccccc1CNCCc1c[nH]c2ccccc12	5.8%
CCN1CCCC1CNC(=O)c1ccc2c(c1)NC(=O)/C(=C\c1ccccc1F)S2 (stereo not drawn)	6.8%
CCc1ccc(N(CC(=O)N2CCCC2)S(C)(=O)=O)cc1	i
COc1ccc(/C=C2\SC(=S)N(CCC(=O)N3CCOCC3)C2=O)cc1OC	0.9%
O=c1[nH]nc(Sc2ccccc2)c(=S)[nH]1	0.5%
Cc1ccc(S(=O)(=O)N2C[C@H]3C(=O)C[C@@H](c4ccc(Cl)cc4)N(S(=O)(=O)c4ccccc4C)[C@H]3C[C@H]2c2ccccc2)cc1	0.3%
CCCCCC(=O)N1C[C@@H](O)[C@H](n2cc(C3CC3)nn2)C[C@@H]1c1ccccc1	0.9%
COc1ccc(-c2cc3nc(C)cc(N4CCN(C(=O)c5cccnc5)CC4)n3n2)cc1	8.8%
CC(C)CC1C(=O)N(Cc2cn(Cc3ccco3)nn2)CCS(=O)(=O)N1Cc1ccc(-c2ccncc2)cc1 (stereo not drawn)	3.7%
C[C@@H]1CN([C@@H](C)CO)C(=O)c2cc(C#Cc3cccc(F)c3)cnc2O[C@@H]1CN(C)CC1CCOCC1	?
COCCNC(=O)c1ccc(N2CC3CC(C2)c2cccc(=O)n2C3)c(NC(=O)c2ccccc2Cl)c1 (stereo not drawn)	i
CCN1C(=O)[C@H]2[C@@H](c3ccc(C(F)(F)F)cc3)N[C@]3(CCCN(Cc4ccc(C)cc4)C3=O)[C@H]2C1=O	i
O=C(O)C1C2CCC1C(O)C2 (stereo not drawn)	0.3%
COc1ccccc1N1CCN(c2ccc3c(c2)S(=O)(=O)c2cccc(C(=O)NCc4cccc(F)c4)c2C3=O)CC1	8.7%
C[C@H]1CN([C@@H](C)CO)S(=O)(=O)c2ccc(Br)cc2O[C@H]1CN(C)C(=O)c1cccc(F)c1	4.6%
Cc1nc2n[nH]c(N)c2nc1C	1.6%
Cc1ccc2c(C)c(C(=O)NCC3CCOCC3)oc2c1C	i
CCN(CC)C(=O)Cn1cc(S(=O)(=O)CC(=O)Nc2cccc(NC(C)=O)c2)c2ccccc21	i
NC(c1ccncc1)c1ccc(Cl)cc1 (stereo not drawn)	0.2%
CC(C)CN(C(=O)COC(=O)CCSc1ccc(Cl)cc1)c1c(N)n(Cc2ccccc2)c(=O)[nH]c1=O	2.0%
COCCN(C(=O)COC(=O)CCC1CCCCC1)c1c(N)n(Cc2ccccc2)c(=O)[nH]c1=O	0.6%
CC(C)CN(C(=O)CN(C)C(=O)Cc1c(F)cccc1Cl)c1c(N)n(CC(C)C)c(=O)[nH]c1=O	0.9%
O=[N+]([O-])c1ccc(S(=O)(=O)N2CCN(c3ccccn3)CC2)cc1	i
